SIRT5 inh: blocks human SIRT5 desuccinylation of peptide | Purified SirT5, succinyl-peptide AMC, trypsin-coupled fluorescence | inhibition, % at 15 µM | hit rate 1.1% among 330,000 | Q9NXA8; in the data active = inhibition above about 15%
Target sequence (Q9NXA8 whole entry, looked up): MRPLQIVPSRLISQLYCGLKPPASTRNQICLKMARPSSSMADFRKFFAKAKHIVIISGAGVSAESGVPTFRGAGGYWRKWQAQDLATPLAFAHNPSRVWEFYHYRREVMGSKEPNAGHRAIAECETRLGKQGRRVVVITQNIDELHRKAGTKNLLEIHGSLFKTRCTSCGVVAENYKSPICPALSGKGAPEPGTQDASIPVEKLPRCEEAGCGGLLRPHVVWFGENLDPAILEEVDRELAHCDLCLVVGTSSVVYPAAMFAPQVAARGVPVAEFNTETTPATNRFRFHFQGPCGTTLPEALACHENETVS
ERp5 block: blocks human ERp5 reductase activity on insulin; ERp5 insulin aggregation, absorbance 650 nm, 90 min; hit rate 0.05% among 350,000; inhibition, % at 9.99 µM; AID 651711;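 active = mean replicate inhibition above about 25%, with every replicate also reaching it, limit read from the data, passing the limit was not always enough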
Target sequence (Q15084 whole entry, looked up): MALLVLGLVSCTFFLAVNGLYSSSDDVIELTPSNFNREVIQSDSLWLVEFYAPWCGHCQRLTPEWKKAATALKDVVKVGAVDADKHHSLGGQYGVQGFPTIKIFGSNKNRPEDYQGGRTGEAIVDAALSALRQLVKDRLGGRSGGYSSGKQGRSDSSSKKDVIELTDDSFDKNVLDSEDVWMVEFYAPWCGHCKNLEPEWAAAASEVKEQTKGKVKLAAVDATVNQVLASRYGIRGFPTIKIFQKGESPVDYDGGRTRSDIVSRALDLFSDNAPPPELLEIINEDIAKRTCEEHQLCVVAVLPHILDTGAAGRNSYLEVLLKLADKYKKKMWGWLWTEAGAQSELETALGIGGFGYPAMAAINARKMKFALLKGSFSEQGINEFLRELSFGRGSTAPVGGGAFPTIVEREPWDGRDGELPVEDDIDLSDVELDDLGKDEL
* hit, by the source's call; & = joins results of further samples.

SMILES	SIRT5 inh	ERp5 block
Cc1cccc(C)c1-n1nnnc1-c1nc2cc3ccccc3cc2[nH]c1=O	-1	1
COc1ccc2c3c([nH]c2c1)[C@@H](CO)N(C(=O)C1CCOCC1)CC31CN(Cc2nccs2)C1	4	-3
CN1[C@H](C(=O)NC2CCCC2)[C@@H](CO)[C@@H]2Cn3c(ccc(/C=C/c4ccccc4)c3=O)[C@@H]21	-50	-5
CC(C)C#Cc1ccc([C@H]2[C@@H](CO)N3C(=O)CN(C(=O)Cc4ccccc4)C[C@@H]23)cc1	3	-4
COc1ccc(C#Cc2ccc3c(c2)[C@H]2[C@H](CCN2C(=O)c2ccccn2)[C@@H](CO)N3)cc1	6	9
COc1ccc(CN2C(=O)CN(S(C)(=O)=O)CC2(C)C(=O)Nc2ccc3c(c2)OCCO3)cc1OC (stereo not drawn)	-2	3
Cc1ccc(-n2c(=O)c3sccc3n(Cc3cc(=O)n4ccccc4n3)c2=O)cc1F	-3	3
O=C(CC1CC1)N1CC(=O)N2[C@H](C1)[C@H](c1ccc(C#Cc3ccccc3)cc1)[C@@H]2CO	-3	-1
CC(C)CC(=O)[C@@H](O)Cc1ccc(O)cc1	-1	-4
CCC(=O)N1CC(=O)N2[C@@H](CO)[C@H](c3ccc(C#Cc4cccc(F)c4)cc3)[C@@H]2C1	0	5
CCCC(=O)Nc1ccc2c(c1)OC[C@H](C)NC[C@H](C)[C@@H](OC)CN(C)C2=O	-2	-2
O=C(O)C[C@H]1C=C[C@H](NC(=O)CCN2CCCCC2)[C@@H](CO)O1	-1	0
COCCN1C(=O)CCC1(C)c1nnnn1-c1ccc2ccccc2c1 (stereo not drawn)	-2	-4
CC1(C)CC(=O)C=C(c2ccccc2-c2cccc(C(N)=O)c2)C1=O	-1	8
Cc1c(Cl)cccc1NC(=S)N1CCOCC1	1	1
CCCC(=O)N1CC2(CN(C(=O)Nc3cccc(F)c3)C2)c2c(n(C)c3cc(OC)ccc23)[C@H]1CO	5	1
Nc1ccc2nc(-c3ccc(-c4nc5ccc(N)cc5[nH]4)cc3)[nH]c2c1	-4	-2
CC(C)N(C[C@@H]1N[C@H](CO)[C@@H]1c1ccccc1)C(=O)CN1CCOCC1	-2	0
CN(C)CC(=O)N[C@H]1CC[C@@H](CCNC(=O)C2CC2)O[C@@H]1CO	-1	4
COc1ccccc1C1OC2=C(Nc3ccc([N+](=O)[O-])cc3N2)C1=O (stereo not drawn)	1	4
CC[n+]1c(/C=C/C=C/N(C(C)=O)c2ccccc2)sc2cc(OC)ccc21	-3	-2
Cc1cccc(C)c1-n1nnnc1-c1nc2cc(Br)ccc2[nH]c1=O	0	8
CN(C)C1CN(Cc2cn(Cc3cccc(Cl)c3)nn2)S(=O)(=O)C1 (stereo not drawn)	-3	-11
CCCCn1nnnc1C(c1cc2ccccc2o1)N1CCN(c2cc(C)nc3ccccc23)CC1 (stereo not drawn)	-6	3
O=C(c1ccccc1)N1[C@H](CO)[C@@H](c2ccccc2)C12CN(Cc1nccs1)C2	0	-1

New compounds follow
SMILES	SIRT5 inh	ERp5 block
C[C@@H]1CN([C@H](C)CO)S(=O)(=O)c2ccc(C3=CCCC3)cc2O[C@H]1CN(C)C(=O)Nc1ccc2c(c1)OCO2	7	9
CN(C)CC(=O)N1[C@H](CO)[C@@H](c2ccccc2)C12CN(C(=O)c1cccc(F)c1)C2	-1	-5
COc1ccc2c3c(n(C)c2c1)[C@H](CO)N(C)CC31CN(CC2CC2)C1	-4	7
O=C1N(C2CCCC2)C[C@@H]2C[C@@H](c3cccn3-c3ccccn3)N3CCC[C@@]123	-1	2
O=C([C@@H]1[C@@H](CO)[C@@H]2Cn3c(cccc3=O)[C@@H]2N1CC1CCCCC1)N1CCOCC1	0	7
C[C@@H]1CN([C@H](C)CO)C(=O)c2c(c3ccccc3n2C)-c2ccccc2CO[C@@H]1CN(C)Cc1cccc(O)c1	11	-2
CC1(C(=O)NCc2ccccc2)CN(S(C)(=O)=O)CC(=O)N1CCc1ccc(O)cc1 (stereo not drawn)	-4	-11
CCCS(=O)(=O)Nc1cccc(-c2ccc3nnc(C)n3n2)c1	2	4
COc1cc2c(cc1OC)C(c1cccc(C)c1)CC(=O)N2 (stereo not drawn)	3	-2
CN(C(=O)Cn1nnc(-c2cccnc2)n1)C1CCCCC1	-6	-2
CO[C@@H]1CN(C)C(=O)c2ccc(NC(=O)c3ccccc3)cc2OC[C@@H](C)N(C(C)=O)C[C@@H]1C	2	8
COCCN1C(=O)COc2ccccc2C1C(=O)Nc1ccc2c(c1)OCCO2 (stereo not drawn)	0	-3
COc1ccc(CCN(C)C(=O)c2ccc(S(=O)(=O)Nc3ccccc3C)cc2)cc1OC	-3	-1
O=C(Nc1ccc(F)cc1)N1CC(=O)N2[C@H](C1)[C@@H](c1ccc(Br)cc1)[C@@H]2CO	5	-1
CNC[C@@H]1Oc2ncc(-c3ccc(C)cc3)cc2C(=O)N([C@H](C)CO)C[C@H]1C	-6	6
COc1ccccc1-c1ccc2n(c1=O)C[C@@H]1[C@@H](CO)[C@H](C(=O)NCc3ccccn3)[C@H]2N1C	-8	-1
O=C([C@H]1[C@H](CO)[C@H]2Cn3c(cccc3=O)[C@H]2N1Cc1ccccn1)N1CCC(Cc2ccccc2)CC1	1	7
COc1ccc2c3c([nH]c2c1)[C@@H](CO)N(Cc1ccncc1)CC31CN(C(=O)CN(C)C)C1	5	0
O=C(C1CCCC1)N1CC2(C1)[C@@H](c1ccccc1)[C@H](CO)N2Cc1ccc(Cl)cc1	-7	0
O=C1NC(Cc2ccccc2)c2nc3ccc(Br)cc3c(=O)n2-c2cc(Cl)ccc21 (stereo not drawn)	-6	-2
CCOC(=O)c1c(NC(=O)CSc2ncccn2)sc2c1CCN(Cc1ccccc1)C2	4	8
C/C=C/c1ccc([C@H]2[C@@H](CO)N(C(=O)CC)[C@@H]2CNCC2CCCC2)cc1	-1	-2
CCc1c(-c2cccc(OC)c2)ncn1Cc1cccc(-c2ccccc2)c1	8	3
COCC(=O)N1CC(=O)N2[C@H](CO)[C@@H](c3ccc(-c4ccccc4F)cc3)[C@H]2C1	-2	5
CC12CN3CCN(CC(C3)/C1=N/NC(=O)Nc1ccccc1)C2	0	-3

Further entries follow:
SMILES	SIRT5 inh	ERp5 block
CC(C)=C(NC(=O)c1ccccc1)C(=O)Nc1cccc(C(=O)O)c1	1	-2
CO[C@@H]1CN(C)C(=O)c2ccc(NS(C)(=O)=O)cc2OC[C@@H](C)N(C(=O)CC2CC2)C[C@@H]1C	0	-5
O=C(c1cccnc1)N1CC(=O)N2[C@H](CO)[C@H](c3ccc(-c4cccnc4)cc3)[C@H]2C1	5	4
CCCNC(=O)[C@H]1[C@H](CO)[C@H]2Cn3c(ccc(-c4ccc(OC)cc4)c3=O)[C@@H]1N2CC	-52	-1
COc1ccc2c3c([nH]c2c1)[C@H](CO)N(C(=O)c1ccncc1)CC31CN(C)C1	-1	-6
Cc1oc(-c2cccs2)nc1CN1CCN(CCC(C)C)C(CCO)C1 (stereo not drawn)	17*	2
O=C(C1CCCCC1)N1C[C@@H]2O[C@H](CNS(=O)(=O)c3ccccc3F)CC[C@@H]21	-3	4
CCC(=O)N1CC(=O)N2[C@H](CO)[C@H](c3ccc(-c4cccnc4)cc3)[C@@H]2C1	4	-2
CO[C@H]1CN(C)C(=O)c2ccc(NC(=O)C3CCCC3)cc2OC[C@H](C)N(C(=O)CC2CC2)C[C@@H]1C	-1	3
COc1cccc(NC(=O)C[C@H]2CC[C@@H]3[C@@H](COc4ccc(NC(=O)C5CCCC5)cc4C(=O)N3C)O2)c1	-1	2
C[C@@H]1CCCCO[C@@H](CN(C)Cc2ccncc2)[C@@H](C)CN([C@H](C)CO)C(=O)c2cc(NC(=O)CCCCCC(=O)Nc3ccccc3N)ccc2O1	0	6
COc1ccc(NC(=O)c2cc([N+](=O)[O-])ccc2N2CCCC2)cc1S(N)(=O)=O	5	8
COc1ccc(N2CCN(CC(O)COc3ccc(C)cc3C)CC2)cc1 (stereo not drawn)	-4	2
O=C(C[C@H]1C=C[C@H](NS(=O)(=O)c2ccc(F)cc2)[C@H](CO)O1)NCc1ccccc1F	1	0
c1cncc(-c2ccc(C3[C@@H]4CN(Cc5nccs5)C[C@H]3N4)cc2)c1 (stereo partly drawn)	-2&2	-1&10
CN(CC(=O)Nc1ccc(C(N)=O)cc1)CC(=O)Nc1ccccc1Cl	-8	2
Cc1ccc(S(=O)(=O)NC[C@@H]2CC[C@@H]3[C@@H](CN3Cc3cc(-c4ccccc4)on3)O2)cc1	-3	-3
CS(=O)(=O)N1[C@H](C#N)[C@@H](c2ccccc2-c2ccccc2)[C@@H]1CO	5	2
Cc1cc(C(=O)CSc2nncn2C)c(C)n1-c1ccccc1	-5	6
CC[C@H](NC(=O)[C@H]1O[C@@H](n2cnc3c(=O)[nH]c(N)nc32)[C@H](O)[C@@H]1O)c1ccccc1	3	-1
COC(=O)[C@@]12C[C@@H](CC(=O)NCc3cccc(C(F)(F)F)c3)C(=O)N(Cc3ccc4c(c3)OCO4)C1=CCC(C)(C)C2	-3	2
CC(C)CC#Cc1cnc2c(c1)C(=O)N([C@H](C)CO)C[C@@H](C)[C@@H](CN(C)Cc1ccccc1)O2	-9	6
O=C(C1CCCC1)N1CC(=O)N2[C@@H](CO)[C@@H](c3ccc(Br)cc3)[C@@H]2C1	-1	1
Cc1ccc(S(=O)(=O)Nc2ccc3c(c2)C(=O)N([C@H](C)CO)C[C@@H](C)[C@@H](CN(C)S(=O)(=O)c2ccccc2)OCCCC[C@@H](C)O3)cc1	21*	-6
O=C(NCc1ccncc1)[C@@H]1CCCN1C(=O)[C@@H]1CCCN1	-1	1

Reprinted at random: 3 entries already listed, in no set order.
SMILES	SIRT5 inh	ERp5 block
CCCC(=O)N1CC2(CN(C(=O)Nc3cccc(F)c3)C2)c2c(n(C)c3cc(OC)ccc23)[C@H]1CO	5	1
CCc1c(-c2cccc(OC)c2)ncn1Cc1cccc(-c2ccccc2)c1	8	3
COc1ccc(CCN(C)C(=O)c2ccc(S(=O)(=O)Nc3ccccc3C)cc2)cc1OC	-3	-1

Next structures:
SMILES	SIRT5 inh	ERp5 block
COc1ccc(NC(=O)c2cccc(C(=O)Nc3ccc(OC)cc3)n2)cc1	-2	3
COCC(=O)N1CC2(CN(S(C)(=O)=O)C2)c2c(n(C)c3cc(OC)ccc23)[C@@H]1CO	-3	-9
COC(=O)[C@]12CCCCC=C1N(Cc1ccco1)C(=O)[C@H](CC(=O)NCCC(C)C)C2	14	4
Cc1cccc(C)c1NC(=O)C1(C)CSCC(=O)N1CC(C)C (stereo not drawn)	-2	1
COc1ccc2c3c(n(C)c2c1)[C@@H](CO)NCC31CCN(CC2CC2)CC1	4	0
O=C(N[C@@H](Cc1cccnc1)C(=O)N1CCC[C@H]1C(=O)NCCc1ccccc1Cl)c1ccc(Cl)c(Cl)c1	2	3
O=C(Nc1ccccc1)N1CC(=O)N2[C@H](CO)[C@@H](c3ccc(C#CC4CCCCC4)cc3)[C@@H]2C1	16*	2
CN1c2ccc(-c3ccccc3F)cc2[C@H]2[C@H](CCN2C(=O)NC2CCCCC2)[C@@H]1CO	4	2
O=c1c(-c2ccco2)nc2ccccc2n1C(c1ccccc1)c1nc2ccccc2[nH]1 (stereo not drawn)	0	1
COC(=O)C1=C(C)N(C)C(=NCC2CC2)NC1c1ccccc1C(F)(F)F (stereo not drawn)	-4	1
COc1ccc2cc(OC)c(C(=O)N3CCOCC3)cc2c1	-7	2
O=C1CNC[C@H]2[C@@H](c3ccc(C4=CCCCC4)cc3)[C@@H](CO)N12	6	2
C#CCN1C(=O)[C@]2(OC[C@@H]3Cc4ccccc4[C@@H]3C=C2C)c2ccccc21	1	2
CCC(C(=O)NC1CCCC1)n1c(-c2cc3ccccc3[nH]2)nc2ccccc21 (stereo not drawn)	-13	2
CC(C)C[C@H]1COc2cc(N3CCC[C@H]3CO)ccc2S(=O)(=O)N1	-5	-6
N#C[C@@H]1[C@H](c2ccccc2-c2ccc(F)cc2)[C@H](CO)N1C(=O)NC1CCCC1	0	1
CCCc1ccc(-c2cc(NC(=O)Cc3c[nH]c4ccccc34)ccc2Nc2cccnc2)cc1	0	2
COc1ccc(NC(=O)Nc2ccc3c(c2)C(=O)N([C@H](C)CO)C[C@H](C)[C@H](CN(C)Cc2ccc(C(=O)Nc4ccccc4N)cc2)OCCCC[C@@H](C)O3)cc1	5	10
CC1CCCC(NC(=O)c2cccc(N3CCCC3=O)c2)C1C (stereo not drawn)	-5	5
CC(=O)c1cc(-c2ccc(F)cc2)n(CCC(=O)Nc2cccc(C)n2)c1C	3	0
CC(C)(C)OC(=O)NCCc1nc(NC(=O)OCc2ccccc2)sc1C(=O)O	-4	-13
COc1ccc(NC(=O)C2C(c3ccc4c(c3)OCO4)=Nc3ccccc3N2C(=O)c2cccc(C(F)(F)F)c2)cc1 (stereo not drawn)	-4	6
CCC(=O)N1CC(=O)N2[C@@H](CO)[C@@H](c3ccc(C#Cc4cccc(OC)c4)cc3)[C@@H]2C1	0	1

Seven entries already listed, arranged by their value in ERp5 block, rising.
SMILES	SIRT5 inh	ERp5 block
CC(C)(C)OC(=O)NCCc1nc(NC(=O)OCc2ccccc2)sc1C(=O)O	-4	-13
COCC(=O)N1CC2(CN(S(C)(=O)=O)C2)c2c(n(C)c3cc(OC)ccc23)[C@@H]1CO	-3	-9
COc1ccc2c3c(n(C)c2c1)[C@@H](CO)NCC31CCN(CC2CC2)CC1	4	0
CCC(=O)N1CC(=O)N2[C@@H](CO)[C@@H](c3ccc(C#Cc4cccc(OC)c4)cc3)[C@@H]2C1	0	1
CCC(C(=O)NC1CCCC1)n1c(-c2cc3ccccc3[nH]2)nc2ccccc21 (stereo not drawn)	-13	2
COC(=O)[C@]12CCCCC=C1N(Cc1ccco1)C(=O)[C@H](CC(=O)NCCC(C)C)C2	14	4
CC1CCCC(NC(=O)c2cccc(N3CCCC3=O)c2)C1C (stereo not drawn)	-5	5

Screening results deposited in PubChem BioAssay by Broad Institute.

These rows are one share of the data. The share of hits here may be higher or lower than overall.
